# DNA FID counter = displaces DNA intercalator in HCV helicase counter-screen. DNA fluorescent intercalator displacement, fluorescence. inhibition, % at 7.9 µM. actives 0.17% (n = 290,000); in the data active = inhibition above about 37%;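 note: 0% = vehicle and 100% = reference compound; higher means more ethidium bromide displaced from hairpin DNA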
# NALP1 inh = inhibitors of NALP1 inflammasome in yeast; actives 0.61% (n = 280,000); AID 2071; S. cerevisiae NALP1/ASC/caspase-1 growth, X-gal OD620, 72 h; inhibition, % at 10 µM; in the data active = inhibition mostly above about 24%, no sharp cut-off; inactive = mostly below about 32%; note: some compounds called inactive have numbers as strong as hits
# OXTR ag = human OXTR agonism; CHO-OTR cells, Fluo-8 calcium fluorescence; normalized: DMSO 0%, oxytocin 100%; P30559; actives 0.32% (n = 320,000); AID 2435; activation, % at 3 µM;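 active = activation above the mean of all tested compounds plus 3 SD, cutoff set per screening run, cut at about 20% in these data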;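 note: peak over basal fluorescence ratio from a 100 s FLIPR kinetic read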
# Target sequence (P30559 whole entry, looked up): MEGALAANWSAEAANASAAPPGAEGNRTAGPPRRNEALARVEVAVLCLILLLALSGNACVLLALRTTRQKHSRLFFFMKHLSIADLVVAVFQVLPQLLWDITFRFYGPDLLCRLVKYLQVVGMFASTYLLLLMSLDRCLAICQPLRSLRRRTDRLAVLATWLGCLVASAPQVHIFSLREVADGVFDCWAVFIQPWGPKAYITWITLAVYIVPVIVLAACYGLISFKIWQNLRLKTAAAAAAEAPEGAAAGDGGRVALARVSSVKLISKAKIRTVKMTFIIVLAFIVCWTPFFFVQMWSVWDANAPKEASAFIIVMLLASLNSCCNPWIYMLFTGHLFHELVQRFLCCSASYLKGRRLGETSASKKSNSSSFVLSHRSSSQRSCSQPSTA
# MEKK2 mut-MEK5 = signal of MEK5 binding to mutant human MEKK2 PB1 domain. bead flow cytometry, Alexa488-MEK5 binding to MEKK2 mutant. percent response, % at 10 µM. actives 0.35% (n = 290,000); in the data active = percent response above about 24%, passing the limit was not always enough; note: inactives centre near 1; some results filed as inactive read as strong as hits; reference of the scale not given here
# PHOSPHO1 block = PHOSPHO1 (human) inhibition | Q8TCT1 | recombinant PHOSPHO1, absorbance phosphatase assay | inhibition, % at 13.3 µM | actives 1.1% (n = 290,000); in the data active = inhibition above about 60%
# Target sequence (Q8TCT1 whole entry, looked up): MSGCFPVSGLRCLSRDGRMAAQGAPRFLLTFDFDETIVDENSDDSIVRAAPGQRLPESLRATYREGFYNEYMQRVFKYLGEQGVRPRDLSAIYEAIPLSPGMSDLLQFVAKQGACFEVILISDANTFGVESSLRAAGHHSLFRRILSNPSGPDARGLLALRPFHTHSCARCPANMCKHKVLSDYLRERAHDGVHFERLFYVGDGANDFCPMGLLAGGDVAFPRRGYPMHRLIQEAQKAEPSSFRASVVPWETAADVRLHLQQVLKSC
# GPR7 antag = blocks human GPR7 receptor signaling | P48145 | GPR7-expressing cells, fluorescence antagonist assay | inhibition, % at 4.4 µM | actives 1.1% (n = 290,000); in the data active = inhibition above about 16%, passing the limit was not always enough;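 note: cells stimulated with the agonist NPW; 0% = agonist with vehicle and 100% = vehicle without agonist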
# Target sequence (P48145 whole entry, looked up): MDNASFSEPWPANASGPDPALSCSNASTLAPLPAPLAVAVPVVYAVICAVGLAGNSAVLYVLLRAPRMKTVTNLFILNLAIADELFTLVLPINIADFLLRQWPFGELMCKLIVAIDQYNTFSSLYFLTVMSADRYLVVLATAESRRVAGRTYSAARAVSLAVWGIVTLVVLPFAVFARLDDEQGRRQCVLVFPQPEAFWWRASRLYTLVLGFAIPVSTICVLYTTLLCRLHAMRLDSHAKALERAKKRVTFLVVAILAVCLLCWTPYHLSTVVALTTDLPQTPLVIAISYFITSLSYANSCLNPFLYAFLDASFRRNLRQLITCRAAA
# PfM18AAP inh = PfM18AAP enzyme inhibition; recombinant PfM18AAP, H-Glu-NHMec fluorogenic cleavage; inhibition, % at 7.35 µM; actives 1.2% (n = 290,000); AID 1822;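 active = inhibition above the campaign mean inhibition over all tested compounds plus 3 SD, cut at about 28% in these data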;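 note: 0% = plate median of test compound wells and 100% = 2 mM ZnCl2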
# MEKK2wt PB1 HTS = raises or lowers MEK5 binding to wildtype human MEKK2 PB1 domain; actives 1.1% (n = 290,000); binding response (% of control), % at 10 µM; Q9Y2U5; bead flow cytometry, Alexa488-MEK5 binding to MEKK2 WT; actives lie on both sides; in the data active = binding response below about 67% or above about 130%
# MEKK3 PB1 HTS = modulators (inhibitors or enhancers) of MEK5 binding to human MEKK3 PB1 domain | bead-based flow cytometry, Alexa488-MEK5 binding to MEKK3; actives lie on both sides; 0 = blocked by unlabeled MEK5, 100 = vehicle | binding response (% of control), % at 10 µM | actives 1.4% (n = 290,000);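 active = binding response more than 3 SD above or below the average of its plate-row segment, actives on both sides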;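 note: Alexa488 bead fluorescence after subtracting the streptavidin-only scavenger bead signal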
# The depositor's hits bear a star; nt = not tested or not shown.
SMILES,DNA FID counter,NALP1 inh,OXTR ag,MEKK2 mut-MEK5,PHOSPHO1 block,GPR7 antag,PfM18AAP inh,MEKK2wt PB1 HTS,MEKK3 PB1 HTS
Cc1cn(C(=O)c2cccc(Br)c2)c(C)n1,-1,16,-1.1,3,-4,-9,1,104,101
FC(F)(F)c1cccc(NC(=S)NCc2ccccc2)c1,2,4,6.3,7,31,-5,0,104,107
CCOc1ccc(S(=O)(=O)n2c([N+](=O)[O-])cnc2C)c(C)c1C,9,-1,0.6,7,9,-10,5,107,106
CC12C=CC3(CN(Cc4ccccc4)C(=O)C3C1C(=O)NCc1ccco1)O2 (configuration not stated),-7,-8,0.5,3,14,4,-26,103,103
COc1ccc2c(c1OC)C(=O)N(c1cccc(C)c1)C2=O,-14,-13,-1.5,6,9,-8,8,108,105
COc1ccc(C2=NN(C(=O)CCCC(=O)O)C(c3cn(-c4ccccc4)nc3-c3ccccc3)C2)cc1 (configuration not stated),-18,nt,4.9,2,8,-12,3,99,105
CCC1Oc2ccccc2N(CC(=O)NCCCN2CCN(c3ccc(OC)cc3)CC2)C1=O (configuration not stated),25,17,0.2,17,16,-5,-1,124,105
CCSc1nnc(NC(=O)CSc2nc3c(cc2C#N)CCCC3)s1,-2,23,-1.7,0,3,-2,-10,96,95
COc1ccc(-c2nn3c(C4CCCCC4)nnc3s2)cc1OC,-21,33,-1.5,-3,83*,-20,21,100,102
CC(=O)Nc1ccc(CN2CCc3c([nH]c4ccccc34)C2C(C)(C)C)cc1 (configuration not stated),-1,13,2.9,5,19,-9,3,105,106
CCCS(=O)(=O)N1CCN(C(=O)COc2ccc(-c3ccccc3)cc2)CC1,-27,3,8.3,4,12,2,-10,104,103
COc1ccc(C(=O)Nc2ccc(C3CC3(Cl)Cl)cc2)cc1 (configuration not stated),-1,-1,16,4,71*,-8,-4,100,101
CC(C)(C)c1ccc(OCC(=O)Nc2ccncc2)c(Br)c1,-7,7,6.0,9,35,5,-10,105,106
O=C(NCC(=O)N1CCN(c2ccccc2)CC1)c1ccc(Br)o1,-13,-3,-0.8,7,12,-7,4,108,102
CCCOC(=O)c1ccc(NC(=O)c2cc(OC)c(OC)c(OC)c2Br)cc1,-19,nt,-0.1,-1,-2,-4,0,103,102
Cc1cc[n+](-c2nc3ccccc3nc2C(=C=[N-])C#N)cc1,2,-9,1.6,2,39,-6,5,102,104
Cn1c(=O)c2cc(S(=O)(=O)NCCC(=O)Nc3ccc(F)cc3F)ccc2n(C)c1=O,2,8,-0.5,-8,16,-5,-2,94,101
O=C(c1cc([N+](=O)[O-])cc([N+](=O)[O-])c1)N1CCN(C(=O)c2ccco2)CC1,1,nt,1.2,-22,42,-14,-2,94,88
O=C(CC1C(=O)NCCN1C(=O)Nc1ccccc1)Nc1cccc(C(F)(F)F)c1 (configuration not stated),0,7,-0.3,-7,-17,4,-9,93,97
Cc1ccc(-n2ncc3c2CCCC3NC(=O)CCCN2CCCC2=O)cc1C (configuration not stated),-48,8,-0.2,-3,53,-8,-5,99,99
Cc1onc(-c2ccccc2Cl)c1C(=O)N(C)Cc1ccccc1,-21,9,nt,4,45,-12,3,105,103
O=C(CCn1c2c(c3ccccc31)CCCC2)NNC(=O)c1ccc(Cl)c([N+](=O)[O-])c1,11,28,0.1,7,1,-4,7,105,103
OC1NC(=S)N(c2ccccc2)C1O (configuration not stated),-9,17,-0.1,9,32,4,-6,106,100
COc1cccc(C(=O)Nc2nc3ccccc3s2)c1,-1,18,-0.2,0,14,1,-6,105,102
Cc1cc(N/N=C/c2ccc3c(c2)OCO3)nc2ccccc12,-8,nt,-1.5,2,43,-15,11,115,102
CCN(CC)CCNC(=O)CNC(=O)c1nn(-c2ccc(OC)cc2OC)c(=O)c2ccccc12,2,8,0.7,1,10,-4,-11,108,101
COc1cc(-c2noc(CCCC(=O)NC3CCCCC3)n2)cc(OC)c1OC,-26,15,-1.6,4,12,-10,-6,105,104
COc1ccccc1CNC(=O)c1ccc(CS(=O)(=O)c2ccccc2C)o1,-31,10,16,1,22,4,-7,102,101
O=C(c1csc(Nc2cccc3ccccc23)n1)N1CCCC1,-18,nt,-1.0,-3,-26,9,-2,85,89
O=C(CCc1nnc2ccc(NCCCN3CCCC3=O)nn12)NCc1ccccc1Cl,-28,2,-1.4,6,32,-4,0,99,101
CCOCCCNC(=S)N1CCC(C(=O)c2ccc3c(c2)OCCO3)CC1,-22,8,2.8,2,19,5,-6,104,105
CC(=O)Nc1ccc(NC(=O)CN(c2ccc(C34CC5CC(CC(C5)C3)C4)cc2)S(C)(=O)=O)cc1,-5,24,2.8,5,15,4,-2,105,108
CCn1nnnc1NCc1cccc(Cl)c1,-2,1,-0.1,1,6,-12,6,102,102
OCC1(Cc2ccc(F)cc2)CCCN(Cc2ccc(F)cc2Cl)C1 (configuration not stated),1,15,0.4,0,9,12,0,104,103
COc1cccc(C2/C(=C(/O)c3ccccc3)C(=O)C(=O)N2CCCC(=O)O)c1 (configuration not stated),-1,12,nt,1,35,-14,10,102,103
O=C(OCC(=O)c1cccc2ccccc12)c1ccc(CO)cc1,-19,19,6.7,4,43,0,2,102,96
CN(Cc1ccccc1)C1CCNCC1,13,19,1.4,-4,-8,-16,-8,89,85
Cn1c(=O)c2c(nc(Br)n2CCSc2nc3ccccc3o2)n(C)c1=O,-4,-7,1.8,-2,-12,-15,8,102,107
COc1ccc(NC(C)(C)c2nnnn2-c2c(C)cccc2C)cc1,-26,4,-2.0,20,16,-1,6,106,108
Cc1cc2c(c(=O)o1)C1(C(=O)N(CC(=O)O)c3ccccc31)C(C#N)=C(N)O2 (configuration not stated),3,9,3.2,1,-14,-10,12,97,95

# The closing 7 records of the part above lead into the next:
SMILES,DNA FID counter,NALP1 inh,OXTR ag,MEKK2 mut-MEK5,PHOSPHO1 block,GPR7 antag,PfM18AAP inh,MEKK2wt PB1 HTS,MEKK3 PB1 HTS
OCC1(Cc2ccc(F)cc2)CCCN(Cc2ccc(F)cc2Cl)C1 (configuration not stated),1,15,0.4,0,9,12,0,104,103
COc1cccc(C2/C(=C(/O)c3ccccc3)C(=O)C(=O)N2CCCC(=O)O)c1 (configuration not stated),-1,12,nt,1,35,-14,10,102,103
O=C(OCC(=O)c1cccc2ccccc12)c1ccc(CO)cc1,-19,19,6.7,4,43,0,2,102,96
CN(Cc1ccccc1)C1CCNCC1,13,19,1.4,-4,-8,-16,-8,89,85
Cn1c(=O)c2c(nc(Br)n2CCSc2nc3ccccc3o2)n(C)c1=O,-4,-7,1.8,-2,-12,-15,8,102,107
COc1ccc(NC(C)(C)c2nnnn2-c2c(C)cccc2C)cc1,-26,4,-2.0,20,16,-1,6,106,108
Cc1cc2c(c(=O)o1)C1(C(=O)N(CC(=O)O)c3ccccc31)C(C#N)=C(N)O2 (configuration not stated),3,9,3.2,1,-14,-10,12,97,95
CCOC(=O)N1CCN(C(=O)COc2cccc3c2CCN(Cc2cccc(C)c2)C3=O)CC1,-46,32,-0.3,8,-17,-5,-4,100,95
Cc1ccsc1C(=O)Nc1cc(C(C)(C)C)nn1-c1ccccc1,-14,-6,-1.4,5,-10,-11,2,101,99
COc1ccc(/C(N)=N/OC(=O)Cc2ccccc2)cc1,-2,30,-1.8,-3,-21,1,0,94,96
O=C(NCc1nnc(SCC(=O)N2CCCC2)o1)c1ccccc1,-1,20,0.1,8,24,-10,-6,109,104
CC(=O)CC(C)=NCCN=C(C)CC(C)=O,-2,9,-0.2,1,5,-16,5,98,93
O=C1C=CN(Cc2ccccc2)CC1,nt,3,0.5,5,26,nt,nt,112,99
O=C(Nc1ccccc1F)Nc1ccccc1N1CCCCC1,-11,2,-3.8,-5,20,-19,0,94,99
COc1ccccc1/C=N/NC(=O)CCSc1ccccc1,-11,0,-1.1,-1,-10,-2,-8,102,104
N#Cc1ccc(OCC(=O)Nc2ccccc2NS(=O)(=O)c2cccs2)cc1,-15,30,3.3,-2,-20,-3,5,96,101
O=C(CN(C(=O)CNC(=O)c1cccs1)c1cccc(F)c1)NC1CCCCC1,-34,19,0.5,-12,37,7,-6,90,96
COc1cc(-c2nnc(CSc3nc4ccccc4s3)o2)cc(OC)c1OC,-37,-11,nt,2,-1,-18,4,101,99
CCn1c(SCC(=O)c2[nH]c(C)c(C(C)=O)c2C)nnc1-c1ccccc1,-20,-14,9.8,13,75*,-12,-2,103,108
Cc1ccc(C)c(C(=O)C(C)OC(=O)CN2C(=O)NC3(CC(C)CC(C)(C)C3)C2=O)c1 (configuration not stated),-45,0,-0.9,4,27,-23,2,103,102
COc1ccc(NC(=O)CCC(=O)c2ccc(C(C)C)cc2)cc1,-24,9,nt,0,36,3,-2,105,106
CSc1ccccc1NC(=O)CN(C)C(=O)Cc1c(F)cccc1Cl,-17,27,-0.2,-1,35,13,3,104,105
O=C(NC1CCc2ccccc21)c1cc(COc2c(F)cccc2F)on1 (configuration not stated),-20,nt,-2.4,-25,18,5,-5,96,91
COC(=O)c1ccccc1OCC(=O)N1CCN(c2ccc(OC)cc2)CC1,-21,6,-0.2,1,30,4,-1,102,97
FC(F)(F)c1ccccc1C1=CC(c2ccccc2)n2ncnc2N1 (configuration not stated),nt,nt,0.7,5,nt,nt,nt,110,106
CCN(CC)S(=O)(=O)c1ccc(C)c(NC(=S)NNC(=O)C2CC2)c1,-4,32,-0.5,-1,-21,-9,8,100,100
COCCN=C1NN=C(c2cc(C)n(CC3CCCO3)c2C)CS1 (configuration not stated),-22,1,-0.1,-1,-4,-18,12,98,97
O=c1c[n+]([O-])c2ccccc2n1OCc1c(F)cccc1F,-11,6,0.9,2,22,-12,9,105,103
N/C(Cc1ccc([N+](=O)[O-])cc1)=N\OC(=O)COc1cccc2ccccc12,2,-3,0.7,2,10,14,-5,110,103
Cc1cc(C)c2c(N)c(C(=O)c3ccc(Br)cc3)oc2n1,5,-8,-1.7,11,36,-8,8,104,104
COCC(C)n1c(C)cc(C(=O)Cn2nc(C(=O)O)c3ccccc3c2=O)c1C (configuration not stated),-33,7,-1.4,-2,36,-9,-5,96,100
Cc1nc(N2CCCCC2)sc1C(=O)c1cccc([N+](=O)[O-])c1,-14,-31,-2.2,-6,26,0,-1,93,96
O=C(Nc1nc2c(s1)CCCC2)c1ccc(Br)s1,5,9,-0.7,4,11,-4,-3,105,101
O=C(CSc1nc2ccc(NC(=O)CSc3nnnn3Cc3ccccc3)cc2s1)Nc1ccccc1,1,13,2.2,3,12,-8,-1,105,106
COc1ccc(O)c(/C=N/N=C2/C(=O)Nc3ccccc32)c1,1,-11,2.5,2,24,-6,9,97,103
COc1ccc(C(O)c2nc3ccccc3n2C)cc1OC (configuration not stated),-7,6,14,2,6,-4,-12,101,101
COc1ccc(OC)c(-c2cc(C(=O)Nc3c(C)nn(Cc4ccccc4)c3C)no2)c1,-20,-7,-0.5,-14,14,-3,0,86,82
COc1cccc(-c2nn(C)c3sc(C(=O)NCc4ccco4)cc23)c1,-8,12,-1.3,1,3,-6,5,105,108
Cc1ccc(/C=N/NC(=O)CSc2nc3ccccc3n2Cc2ccc(Cl)cc2)o1,-22,22,-1.5,1,-24,-9,13,100,100
CNC(=O)c1c[nH]c2ccc(S(=O)(=O)Nc3ccccc3F)cc2c1=O,0,6,-0.5,14,46,-15,3,106,114
Cc1ccccc1Cn1ccc(-c2ccc(Cl)cc2)c(C#N)c1=O,4,36,-1.1,-1,14,16,5,97,102
COc1ccc(C(=O)NC(=S)NCCO)cc1Br,-1,14,1.6,9,33,4,-1,107,108
Cn1c(=O)c2c(SCC(=O)N3CCCCC3)nc(-c3ccccc3F)nc2n(C)c1=O,-6,8,-0.2,-1,28,-1,-5,99,96
Cc1ccc(Nc2c(-c3ccc(N4CCOCC4)cc3)nc3ncccn23)c(C)c1,-20,23,1.7,-4,4,8,10,97,111

# Bioassay records (PubChem BioAssay)
